Screens as filed in PubChem BioAssay.
SENP6 inh – blocks the human protease SENP6; Q9GZR1; 330,000 tested, 1.8% active; Recombinant SENP6 catalytic domain, aminoluciferin luminescence; inhibition, % at 10 µM;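 active = inhibition above about 50% at the single tested dose, limit read from the data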;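 also: plate controls were DMSO wells with enzyme for no effect and DMSO wells lacking enzyme for full effect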
Target sequence (Q9GZR1 628-1112 limits assumed): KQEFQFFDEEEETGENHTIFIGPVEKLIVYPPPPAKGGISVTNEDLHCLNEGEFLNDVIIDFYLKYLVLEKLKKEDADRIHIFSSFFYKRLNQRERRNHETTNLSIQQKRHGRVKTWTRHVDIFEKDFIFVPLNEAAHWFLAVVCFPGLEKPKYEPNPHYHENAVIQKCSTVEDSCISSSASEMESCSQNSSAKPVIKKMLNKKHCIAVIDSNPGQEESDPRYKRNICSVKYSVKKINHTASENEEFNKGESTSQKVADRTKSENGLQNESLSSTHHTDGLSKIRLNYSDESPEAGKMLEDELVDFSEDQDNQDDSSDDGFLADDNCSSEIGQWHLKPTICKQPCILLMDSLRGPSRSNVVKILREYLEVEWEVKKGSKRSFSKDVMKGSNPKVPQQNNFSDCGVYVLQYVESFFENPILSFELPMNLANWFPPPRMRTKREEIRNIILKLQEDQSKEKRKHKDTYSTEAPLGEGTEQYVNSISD
Apaf-1 inh – inhibitors of human Apaf-1 apoptosome; reconstituted apoptosome caspase-3 activity, DEVD-Rh110 fluorescence; 330,000 tested, 0.71% active; inhibition, % at 20 µM; AID 489030; O14727; active = inhibition of at least 40% at 20 µM;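 also: plate controls were DMSO wells for no effect and DEVD-CHO caspase inhibitor wells for full effect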
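System: Apoptosome proteins | Medium: Hepes pH 7.5 with detergent and BSA | Also added: Cytochrome c trigger plus (Z-DEVD)2-Rh110 caspase-3 substrate | Incubation: 30 min compound preincubation, 50 min activation, room temperature | Detection: Rhodamine 110 fluorescence at Ex 480/Em 540 nm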
SENP1 FRET inh – inhibitors of human SENP1 SUMO protease catalytic domain; 360,000 tested, 0.21% active; inhibition, % at 10 µM; Q9P0U3; recombinant SENP1 catalytic domain, CyPet-SUMO1-YPet FRET cleavage;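 active = inhibition at least 30% at 10 µM, raw YFP signal under a set limit, fluorescence ratio 0.5 to 1.5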;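 also: 0% = enzyme with DMSO and 100% = no enzyme wells; some results filed as inactive read as strong as hits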
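Assay system: hSENP1 catalytic domain, recombinant. Amount: SENP1 enzyme, 20 pM final. Schedule: 50 min reaction, RT, dark. Technique: FRET, CFP and YFP emission. Control set: no-enzyme wells low, DMSO-plus-enzyme wells high control.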
SENP8 block-1 – blocks human SENP8 cleavage of Nedd8 substrate; Q96LD8; recombinant SENP8, Nedd8 substrate fluorescence; inhibition, % at 20 µM; 360,000 tested, 0.64% active; AID 602440; in the data active = inhibition mostly above about 40%, no sharp cut-off; inactive = mostly below about 27%
SENP8 block-2 – blocks the human protease SENP8 | Q96LD8 | purified SENP8, Z-RLRGG-aminoluciferin cleavage, luminescence | inhibition, % at 10 µM | 330,000 tested, 1.2% active | AID 2540; in the data active = inhibition above about 50%
SENP7 inh – blocks the human protease SENP7. Q9BQF6. recombinant SENP7, Z-RLRGG-aminoluciferin luminescence, 40 min. inhibition, % at 5 µM. 330,000 tested, 1.5% active;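 active = inhibition above about 50% at the single test dose, limit read from the data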;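 also: plate controls were DMSO with enzyme for no effect and no enzyme buffer wells for full effect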
Target sequence (Q9BQF6 706-1050 limits assumed): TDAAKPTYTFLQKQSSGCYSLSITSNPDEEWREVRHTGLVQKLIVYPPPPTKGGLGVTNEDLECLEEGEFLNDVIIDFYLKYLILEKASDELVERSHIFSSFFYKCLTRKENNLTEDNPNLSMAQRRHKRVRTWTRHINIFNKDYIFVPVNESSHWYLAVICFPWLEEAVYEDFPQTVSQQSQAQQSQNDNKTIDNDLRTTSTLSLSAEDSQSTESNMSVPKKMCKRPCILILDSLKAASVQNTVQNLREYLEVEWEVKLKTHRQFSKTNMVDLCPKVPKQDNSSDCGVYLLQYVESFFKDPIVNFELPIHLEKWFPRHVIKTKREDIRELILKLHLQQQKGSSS
A3G deaminase – blocks human APOBEC3G single-stranded DNA deamination; recombinant A3G, ssDNA deamination FAM/TAMRA fluorescence; Q9HC16; 330,000 tested, 0.28% active; inhibition, % at 20 µM; AID 493012;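 active = inhibition of at least 40% at 20 µM, with no more than 30% in the related APOBEC3A deaminase screen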;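 also: plate controls were DMSO wells with A3G for no effect and wells lacking A3G enzyme for full effect; some compounds called inactive have numbers as strong as hits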
UBC13 polyUb – blocks human UBC13 polyubiquitin chain formation; inhibition, % at 20 µM; TR-FRET; P61088; 330,000 tested, 0.47% active; AID 485273; in the data active = inhibition above about 45%, passing the limit was not always enough; inconclusive = no clear call, values can overlap the other calls
Target sequence (P61088 whole entry, looked up): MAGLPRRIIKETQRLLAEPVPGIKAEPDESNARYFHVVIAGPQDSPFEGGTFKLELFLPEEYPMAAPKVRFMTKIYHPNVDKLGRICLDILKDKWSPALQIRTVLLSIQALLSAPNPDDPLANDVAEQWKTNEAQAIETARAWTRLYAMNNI
* hit, by the source's call; u = inconclusive.

Sample of the layout, 3 compounds:
No.	canonical_smiles	SENP6 inh	Apaf-1 inh	SENP1 FRET inh	SENP8 block-1
1	Cc1nnc(SCCc2ccccc2)[nH]c1=O	-5	-9	2	12
2	CC1(C)CC2CC(C)(CN2S(=O)(=O)c2cccc(C(=O)OCC(=O)NC(N)=O)c2)C1 (stereo unspecified)	-19	5	-1	0
3	CC(=O)Nc1ccc(NC(=O)COC(=O)c2cnccn2)cc1	-17	-32	0	18

No.	SENP8 block-2	SENP7 inh	A3G deaminase	UBC13 polyUb
1	-5	8	-3	9
2	-1	-1	4	0
3	2	6	-5	0

The list itself, from the start:
No.	canonical_smiles	SENP6 inh	Apaf-1 inh	SENP1 FRET inh	SENP8 block-1
1	Cc1nnc(SCCc2ccccc2)[nH]c1=O	-5	-9	2	12
2	CC1(C)CC2CC(C)(CN2S(=O)(=O)c2cccc(C(=O)OCC(=O)NC(N)=O)c2)C1 (stereo unspecified)	-19	5	-1	0
3	CC(=O)Nc1ccc(NC(=O)COC(=O)c2cnccn2)cc1	-17	-32	0	18
4	COc1ccc(-c2cc(=O)oc3c(C)c(O)ccc23)cc1	1	6	-23	-119
5	CCOc1ccc(-c2onc(C(F)(F)F)c2-c2cscn2)c(O)c1	-5	-22	0	0
6	CN(O)/C=c1/ccc2c(n1)C(=O)C=CC=2	16	-2	-5	20
7	CCOC(=O)C(C)n1cnc2c(oc3ccccc32)c1=O (stereo unspecified)	-6	-1	0	16
8	O=S(=O)(O)CCN1CCOCC1	-13	6	-1	24
9	CNS(=O)(=O)c1ccc(NC(=O)c2cnn3c(C(F)F)cc(-c4ccccc4)nc23)cc1	13	10	-2	-33
10	O=C(CCC(=O)Nc1ccccc1)NNC(=O)CCc1ccccc1	-12	-4	-2	8
11	Cc1ccsc1/C=N/NC(=O)CO	-2	-6	-1	0
12	S=C(NCCc1ccccc1)NCCc1ccccc1	-12	14	3	12
13	Cc1ccc2c(c1)CCCN2C(=O)c1ccc2c(c1)OCO2	-20	-5	1	17
14	Cc1cccc(C)c1NC(=O)CS(=O)CC(=O)NCC1OCCc2ccccc21 (stereo unspecified)	-1	1	3	-39
15	COc1ccc(NC(=O)c2csc(Cc3ccccc3)n2)cc1	-1	9	2	15

No.	SENP8 block-2	SENP7 inh	A3G deaminase	UBC13 polyUb
1	-5	8	-3	9
2	-1	-1	4	0
3	2	6	-5	0
4	5	-7	-4	9
5	4	3	-7	8
6	11	1	-6	-42
7	-5	-7	-5	-1
8	-9	-9	-1	-3
9	5	-5	-3	-19
10	-2	-11	0	5
11	-5	-2	-5	-1
12	-10	-10	-6	-6
13	-11	-4	-5	9
14	-1	2	-10	15
15	-9	1	-1	2

Additional entries.
No.	canonical_smiles	SENP6 inh	Apaf-1 inh	SENP1 FRET inh	SENP8 block-1
16	CCOc1ccc(CN2CCC(n3nccc3NC(=O)C3CC3)CC2)cc1CO	11	-6	1	8
17	COc1ccc2cc(C(c3nnnn3C3CCCC3)N3CCOCC3)c3nnnn3c2c1 (stereo unspecified)	16	4	0	12
18	CCCn1c(=O)c(F)cn(Cc2ccc(OC)c([N+](=O)[O-])c2)c1=O	1	-10	2	7
19	CCn1cc(Cl)c(C(=O)Nc2ccc(OC)c(OC)c2)n1	5	-1	2	6
20	O=C(Oc1ccccc1[N+](=O)[O-])c1cccnc1	-1	-13	1	46*
21	CCCCNC(=O)CSc1nc(Cc2ccccc2)nc2ccccc12	13	0	0	8
22	CCN1CCN(S(=O)(=O)c2cc(C(=O)O)ccc2Cl)CC1	-12	5	4	8
23	Cc1sc2nc(CN3CCCCC3)nc(Cl)c2c1C	5	-13	-16	-38
24	O=[N+]([O-])c1ccc(NCc2ccc(Cl)cc2)nc1	3	1	1	13
25	O=C(CC1(O)C(=O)Nc2cc(Cl)cc(Cl)c21)c1ccncc1 (stereo unspecified)	1	-6	0	6
26	Cc1cc(C)c2nc(N(CCCN(C)C)C(=O)c3ccc(S(=O)(=O)N4CCCCCC4)cc3)sc2c1	-6	34	2	2
27	O=C1OCC/C1=C\c1ccc(O)cc1	-10	-8	1	1
28	COc1cccc(Nc2cc(C)c3ccccc3n2)c1	-55	18	0	-320
29	C=CCNC(=O)C1CC(=O)N(c2ccc(OCC(=O)Nc3ccc(CC)cc3)cc2)C1 (stereo unspecified)	-7	-5	-2	6
30	Nc1nnc(/C=C/c2ccccc2)s1	8	0	1	-394

No.	SENP8 block-2	SENP7 inh	A3G deaminase	UBC13 polyUb
16	-9	-6	-4	-2
17	-1	6	-5	0
18	4	-2	0	-5
19	4	2	-2	-3
20	-2	0	-8	10
21	-5	-5	-5	u
22	-6	-4	-4	-13
23	4	-2	-10	4
24	-1	3	-3	0
25	9	-7	-7	-14
26	-10	-11	-8	23
27	2	-3	-10	1
28	-14	-8	-8	4
29	2	0	-1	0
30	-5	-8	-1	-4

Some values from the entries so far:
COc1ccc(-c2cc(=O)oc3c(C)c(O)ccc23)cc1 – SENP7 inh: -7
COc1cccc(Nc2cc(C)c3ccccc3n2)c1 – Apaf-1 inh: 18
CN(O)/C=c1/ccc2c(n1)C(=O)C=CC=2 – UBC13 polyUb: -42
C=CCNC(=O)C1CC(=O)N(c2ccc(OCC(=O)Nc3ccc(CC)cc3)cc2)C1 (stereo unspecified) – SENP1 FRET inh: -2
Cc1nnc(SCCc2ccccc2)[nH]c1=O – Apaf-1 inh: -9

New compounds follow.
No.	canonical_smiles	SENP6 inh	Apaf-1 inh	SENP1 FRET inh	SENP8 block-1
31	COc1ccc(N=Cc2c(O)cc(C)oc2=O)cc1	-5	8	6	-9
32	COC(=O)c1ccc(NC(=O)CSC2=Nc3ccccc3C3CC=NN23)cc1 (stereo unspecified)	7	-1	-4	6
33	Cc1ccc(N2C(N)=C(C#N)C(c3ccsc3)C3=C2CC(C)(C)CC3=O)cc1 (stereo unspecified)	10	15	-3	-75
34	O=C(O)CCCNS(=O)(=O)c1ccc(F)cc1	2	-7	1	8
35	O=C(CCCCCN1C(=O)CCC1=O)Nc1ccc(Br)cc1F	-18	-13	3	20
36	CCOc1ccc(C2=Nn3c(CC)nnc3SC2)cc1	2	4	1	5
37	O=C(NC1CCCCCCC1)c1cccc(S(=O)(=O)N2CCOCC2)c1	-10	15	2	10
38	c1ccc(COc2ccc(Oc3nc(N4CCCCC4)nc(N4CCOCC4)n3)nn2)cc1	1	23	0	-1
39	CCCOc1ccc(C(=O)Nc2ccc(N3CCN(C(=O)c4ccco4)CC3)cc2)cc1	0	-12	1	2
40	Cc1ccc(S(=O)(=O)c2nc(-c3ccc(F)cc3)oc2SCC(N)=O)cc1	2	2	3	19
41	CSc1ccc(/C=C(/NC(=O)c2ccccc2)C(=O)NCCN2CCOCC2)cc1	4	-8	-6	-27
42	COc1ccc(N2CCN(C(=O)c3ccc(-n4nc(C)cc4C)cc3)CC2)cc1	-9	-10	3	19
43	CN(NC(=O)Nc1ccc(Cl)cc1)c1c(Cl)c(Cl)nn1C	-8	-11	1	19
44	Cc1ccc(S(=O)(=O)N2CCCCC2CCNC(=O)C(=O)NCc2ccccc2C)cc1 (stereo unspecified)	-6	24	0	11
45	CCCCN=c1sc(C(=O)OC)cc(=O)n1CCCC	-26	6	2	24

No.	SENP8 block-2	SENP7 inh	A3G deaminase	UBC13 polyUb
31	-15	-2	4	-7
32	8	2	-3	19
33	6	9	-2	-4
34	-2	2	-7	-3
35	-3	0	-3	-1
36	-9	8	-10	-5
37	-7	-19	-6	-4
38	1	-2	-4	7
39	-19	-2	-10	4
40	8	3	-4	0
41	1	-2	-1	-1
42	0	-1	-2	4
43	-7	-1	-2	2
44	-11	0	-6	-2
45	-9	-7	-1	-5

Quoted at random: 2 records from the list, in no set order.
No.	canonical_smiles	SENP6 inh	Apaf-1 inh	SENP1 FRET inh	SENP8 block-1
24	O=[N+]([O-])c1ccc(NCc2ccc(Cl)cc2)nc1	3	1	1	13
23	Cc1sc2nc(CN3CCCCC3)nc(Cl)c2c1C	5	-13	-16	-38

No.	SENP8 block-2	SENP7 inh	A3G deaminase	UBC13 polyUb
24	-1	3	-3	0
23	4	-2	-10	4

Additional results
No.	canonical_smiles	SENP6 inh	Apaf-1 inh	SENP1 FRET inh	SENP8 block-1
46	Cc1ccc(NC(=O)CSc2nc3ncc(Cl)cc3[nH]2)c(C)c1	1	-5	0	5
47	COc1ccc(CNC(=O)/C=C/c2ccc(OCCCF)cc2)cc1OC	-10	17	4	13
48	COCCCn1c(=N)c(C(=O)NCc2ccc3c(c2)OCO3)cc2c(=O)n3ccccc3nc21	10	1	-30	-196
49	O=C1CC(SCCc2nc3ccccc3[nH]2)C(=O)N1c1ccc(F)c(Cl)c1 (stereo unspecified)	4	1	-1	18
50	COc1ccccc1-n1c(SCC(=O)N2CCCCC2)nc2cccnc21	-21	4	-2	23
51	O=C(NCc1ccncc1)c1nnc(Cc2c(F)cccc2Cl)o1	-3	4	1	16
52	Cc1nc(C)c(-c2nnc(-c3ccccc3Cl)o2)cc1C(=O)NN	-12	-10	3	15
53	Nc1ccc(NC(=O)NC2CCCCC2)cc1	-20	0	3	9
54	Nc1cc(=O)[nH]c(SCC(=O)Nc2cccnc2Cl)n1	-6	-3	0	14
55	O=C(c1ccco1)N1CCN(C(=O)C2CC(c3ccc(Cl)c(Cl)c3)=NO2)CC1 (stereo unspecified)	-5	-31	0	10
56	CCOc1ccccc1C(=O)NCC(=O)NCC(C)(C)N1CCOCC1	5	-7	1	12
57	O=C(NC1CC1)C1=C[C@H](c2c[nH]c3ccccc23)C[C@H](OCc2ccc(CO)cc2)O1	5	30	-18	-71
58	Cc1ccc(Nc2cc(=O)[nH]c(=O)[nH]2)c(C)c1	-18	-2	-1	19
59	NC(=O)NC(=O)COC(=O)c1sc2ccccc2c1Cl	-3	-17	2	14
60	O=C(O)CCc1ccc(S(=O)(=O)N2CCOCC2)cc1	-6	-5	-1	8

No.	SENP8 block-2	SENP7 inh	A3G deaminase	UBC13 polyUb
46	-9	-4	1	-13
47	2	2	-7	-8
48	-1	4	1	-14
49	-2	8	19	2
50	-8	0	2	-8
51	0	-1	0	10
52	4	8	-2	-2
53	-15	-4	-8	0
54	-6	-8	2	-6
55	-1	12	-1	-2
56	4	6	-5	2
57	-3	3	10	-15
58	-5	1	1	-1
59	2	0	-4	9
60	-1	-1	0	6
